pCIP destab = p/CIP protein destabilization | AID 1984 | Q05BA5 | F442A p/CIP-EGFP cells, EGFP fluorescence, 16 h | decrease of EGFP signal, % at 10 µM | 0.01% of 290,000 active;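 active means EGFP signal decrease of at least 30% at 10 µM or well 3 SD below plate mean, unless failing retest; inactive means the rest, including hits failing retest or dose response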; further: some compounds called inactive have numbers as strong as hits; many of its hits are not listed in these tables
Target sequence (Q05BA5 1-1403): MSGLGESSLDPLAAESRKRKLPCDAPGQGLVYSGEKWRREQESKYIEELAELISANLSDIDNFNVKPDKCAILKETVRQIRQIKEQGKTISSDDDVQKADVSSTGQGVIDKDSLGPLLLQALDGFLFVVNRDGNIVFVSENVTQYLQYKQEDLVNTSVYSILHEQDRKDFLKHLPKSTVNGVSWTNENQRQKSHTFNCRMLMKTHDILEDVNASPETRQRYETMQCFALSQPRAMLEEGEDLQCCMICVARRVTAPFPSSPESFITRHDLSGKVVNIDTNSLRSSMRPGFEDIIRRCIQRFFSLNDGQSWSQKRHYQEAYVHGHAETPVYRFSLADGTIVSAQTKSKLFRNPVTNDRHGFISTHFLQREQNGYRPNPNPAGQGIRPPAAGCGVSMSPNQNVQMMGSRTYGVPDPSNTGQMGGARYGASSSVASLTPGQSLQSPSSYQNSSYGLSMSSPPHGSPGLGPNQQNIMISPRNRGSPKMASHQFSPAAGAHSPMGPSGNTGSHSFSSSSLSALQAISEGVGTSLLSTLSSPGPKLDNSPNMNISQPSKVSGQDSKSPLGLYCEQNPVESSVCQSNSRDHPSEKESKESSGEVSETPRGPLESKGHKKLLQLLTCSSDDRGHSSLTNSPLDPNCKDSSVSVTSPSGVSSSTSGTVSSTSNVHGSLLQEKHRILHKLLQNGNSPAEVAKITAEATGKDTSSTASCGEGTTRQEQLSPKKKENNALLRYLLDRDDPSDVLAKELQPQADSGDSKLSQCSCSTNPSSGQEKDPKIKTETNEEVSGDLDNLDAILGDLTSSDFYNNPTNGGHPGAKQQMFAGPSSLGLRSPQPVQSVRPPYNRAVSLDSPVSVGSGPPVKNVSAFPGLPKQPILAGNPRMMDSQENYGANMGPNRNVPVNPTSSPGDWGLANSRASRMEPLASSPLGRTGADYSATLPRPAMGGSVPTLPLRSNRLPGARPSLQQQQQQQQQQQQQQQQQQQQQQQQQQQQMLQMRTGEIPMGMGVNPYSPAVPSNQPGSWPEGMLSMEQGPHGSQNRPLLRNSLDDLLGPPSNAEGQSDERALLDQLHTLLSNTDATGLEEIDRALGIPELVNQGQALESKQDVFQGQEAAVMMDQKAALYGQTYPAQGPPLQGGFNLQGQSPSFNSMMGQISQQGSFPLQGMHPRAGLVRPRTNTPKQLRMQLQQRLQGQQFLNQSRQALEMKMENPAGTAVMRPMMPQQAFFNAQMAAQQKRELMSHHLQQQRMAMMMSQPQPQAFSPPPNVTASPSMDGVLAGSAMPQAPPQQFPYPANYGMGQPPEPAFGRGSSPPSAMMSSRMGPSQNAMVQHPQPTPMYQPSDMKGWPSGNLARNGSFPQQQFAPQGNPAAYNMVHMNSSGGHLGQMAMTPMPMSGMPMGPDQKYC
VIM-2 inhibitor = inhibitors of Pseudomonas aeruginosa VIM-2 metallo-beta-lactamase | purified VIM-2, nitrocefin hydrolysis, epi-absorbance fluorescence | inhibition, % at 5.6 µM | 0.89% of 290,000 active | AID 1527;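 active means inhibition above the mean of all tested compounds plus 3 SD, cutoff set per screening run, cut at about 7.5% in these data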;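 further: red hydrolysis product quenches plate fluorescence so inhibitors raise well fluorescence; 0% = enzyme with DMSO and 100% = DMSO without enzyme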
UBC9 SUMO inh = inhibitors of human SUMOylation (UBC9); P63279; HTRF SUMOylation assay, SAE1/SAE2 + UBC9, in vitro; inhibition, % at 35 µM; 0.36% of 290,000 active; in the data active means inhibition above about 50%, passing the limit was not always enough; further: strong numbers were not always called active
IDE cell inh = inhibitors of human insulin-degrading enzyme in cells; HEK cells, FAbetaB cleavage, fluorescence polarization; P14735; 0.41% of 320,000 active; AID 434962; inhibition, % at 5.59 µM;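 active means percent inhibition above the average of all tested compounds plus 3 SD, set per screening campaign, cut at about 16% in these data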;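 further: IDE supplied by intact live HEK cells; FP after avidin binding of uncleaved biotin substrate so inhibition keeps polarization high; 0% = DMSO wells and 100% = 60 µM reference IDE inhibitor Ii1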
CRFR2-BP antag = antagonists of CRF-binding protein/CRF-R2 receptor complex; HEK293 CRF-R2/CRF-BP, CRF-induced calcium fluorescence; inhibition, % at 11.8 µM; 0.59% of 350,000 active; AID 588475;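 active means inhibition of the ligand-induced calcium signal above about 50% at the single tested concentration, limit read from the data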
IDE act = boosts human insulin-degrading enzyme activity in HEK cells | P14735 | FAbeta-B cleavage, fluorescence polarization; 0% vehicle, 100% cell-free pure enzyme wells | activation, % at 5.96 µM | 0.073% of 340,000 active | AID 493087;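 active means activation above the mean of all tested compounds plus 3 SD, set per screening campaign, cut at about 17% in these data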
HCV NS3 hel inh = blocks Hepatitis C virus NS3 helicase unwinding; NS3 helicase DNA unwinding, Cy5 molecular beacon fluorescence; 0.56% of 290,000 active; AID 1800; inhibition, % at 10.9 µM;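 active means inhibition above the mean of all tested compounds plus 3 SD, set per campaign, cut at about 35% in these data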;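 further: 0% = DMSO wells and 100% = thioflavine S control wells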
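Assay system: hepatitis C virus NS3 helicase domain fragment enzyme. Also added: annealed dual-labelled DNA beacon duplex, ATP-started. Timing: 1 h reaction at 25 °C, ATP-initiated. Technique: Cy5 fluorescence at 0 and 60 min, beacon hairpin quenching. Evaluation: % inhibition of unwinding. Replication: one well per compound.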
GalR3 antag = antagonists of human GalR3; O60755; HEK293 GalR3-CNG cAMP membrane potential fluorescence; galR3 body fused to GalR1 C-terminus; inhibition, % at 3 µM; 0.44% of 360,000 active; AID 651719;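 active means inhibition above the screen-wide average plus 3 SD, cut at about 13% in these data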;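 further: forskolin and galanin both at EC90 stimulate the cells; cAMP rise reported by CNG channel membrane potential dye signal; 0% = forskolin plus galanin with DMSO and 100% = forskolin alone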
IMP-1 inh = blocks Pseudomonas aeruginosa IMP-1 metallo-beta-lactamase | purified IMP-1, nitrocefin hydrolysis, epi-absorbance fluorescence | inhibition, % at 5.6 µM | 0.45% of 290,000 active;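 active means inhibition above the mean plus 3 SD of all compounds in the same screening run, cut at about 4.5% in these data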;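 further: 0% = IMP-1 with DMSO and 100% = DMSO wells lacking enzyme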
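system = purified recombinant IMP-1 beta-lactamase | amount = 0.2 nM IMP-1, as dispensed | medium = HEPES buffer pH 7.1 with ZnSO4 and Brij 35 | times = 25 °C, 15 min preincubation, 25 min reaction | detection = plate fluorescence quenching by hydrolysis product, ex 480/em 530 nm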
An asterisk follows results filed as active; . = not tested or not shown. Outcome played no part in choosing rows. Share with any hit: about 3.2%.

A first look, 4 compounds:
SMILES	pCIP destab	VIM-2 inhibitor	UBC9 SUMO inh	IDE cell inh	CRFR2-BP antag	IDE act	HCV NS3 hel inh	GalR3 antag	IMP-1 inh
c1ccc(-c2ccc(CN3C[C@@H]4C(c5ccccc5)C5(c6ccccc6)CC4(C5)[C@H]3c3ccccc3)cc2)cc1 (stereo partly specified)	-13	.	-5	-1	32	1	.	-1	.
COc1ccc(/C=N/NC(=O)C[n+]2ccccc2)c(OC)c1	-7	-2.7	10	-7	8	-2	-7	-1	-2.4
Cc1nn2c(=O)cc(CSc3nc4ccccc4[nH]3)nc2s1	-19	-3.5	15	5	1	6	1	.	-4.2
O=C(O)CC(c1ccc(Cl)cc1)N1C(=O)CCC1=O (stereo unspecified)	-6	-2.5	18	1	5	-3	1	-2	-2.0

This part in full, previewed entries included:
SMILES	pCIP destab	VIM-2 inhibitor	UBC9 SUMO inh	IDE cell inh	CRFR2-BP antag	IDE act	HCV NS3 hel inh	GalR3 antag	IMP-1 inh
c1ccc(-c2ccc(CN3C[C@@H]4C(c5ccccc5)C5(c6ccccc6)CC4(C5)[C@H]3c3ccccc3)cc2)cc1 (stereo partly specified)	-13	.	-5	-1	32	1	.	-1	.
COc1ccc(/C=N/NC(=O)C[n+]2ccccc2)c(OC)c1	-7	-2.7	10	-7	8	-2	-7	-1	-2.4
Cc1nn2c(=O)cc(CSc3nc4ccccc4[nH]3)nc2s1	-19	-3.5	15	5	1	6	1	.	-4.2
O=C(O)CC(c1ccc(Cl)cc1)N1C(=O)CCC1=O (stereo unspecified)	-6	-2.5	18	1	5	-3	1	-2	-2.0
O=C(NNc1nc2cc3c(cc2s1)OCO3)c1ccccc1	-12	-5.0	-5	3	11	2	8	2	-3.8
COc1ccc(C2=NO[C@@H]3C(=O)N(c4ccc(C)cc4C)C(=O)[C@H]23)cc1OC	0	-1.9	-6	5	-8	-2	2	-4	-0.3
CC(C)[C@H](NC(=O)c1ccccc1)C(=O)NCCc1ccccc1	1	-1.3	8	4	-5	4	-5	-8	-1.0
COc1ccc(CCNC(=O)c2ccccc2NS(=O)(=O)c2cc(C(=O)O)ccc2OC)cc1	2	-2.4	5	2	4	4	10	-8	-2.9
Cc1nc2c(c(=O)n1CCC(C)C)c1nc3ccccc3nc1n2CC1CCCO1 (stereo unspecified)	-11	-1.2	1	-6	2	4	2	-3	-2.1
CCOc1cc(C=O)ccc1OCCSc1ccc(C)cc1	3	-1.5	-8	2	-4	-2	-7	-2	-1.7
O=C(CNCC1(N2CCOCC2)CCCCC1)Nc1ccc(Cl)cc1	-3	-2.8	6	0	11	4	1	-3	-3.5
O=C(O)CC(CC(=O)O)(C(=O)O)c1ccccc1	-10	-3.9	5	3	-8	6	-3	-3	-3.2
Cc1ccc(C2C3=C(CCCC3=O)OC3=C2C(=O)CCC3)cc1	-2	-2.8	12	1	43	2	-4	-5	-4.7
COc1cc(NC(=O)c2cc(-c3cccs3)on2)cc(OC)c1OC	-10	-3.9	40	0	2	0	-10	-9	-0.7
Cc1[nH]c(C)c(S(=O)(=O)NCCc2ccc(S(N)(=O)=O)cc2)c1C(=O)N1CCCC1	-1	-1.6	-7	1	1	3	3	-8	-4.7
Cc1ccc(C(=O)CSc2nnc(COc3cc(C)cc(C)c3)o2)cc1	-16	-2.8	2	10	-18	7	18	-3	-2.2
CCN1CCN(C(=O)C2CCN(S(=O)(=O)c3cccc4cccnc34)CC2)CC1	-8	.	15	2	8	6	.	0	.
CC(C(=O)Nc1ccccc1Cl)c1ccc([N+](=O)[O-])cc1 (stereo unspecified)	-9	-2.7	4	0	2	-1	7	-1	-3.3
Cc1nn(-c2ccc(F)cc2)c(N)c1C1(O)C(=O)Nc2ccccc21 (stereo unspecified)	-8	0.7	1	1	-5	3	1	-4	-0.3
COc1ccc(-c2csc(NC(C)c3nc4cc(C(F)(F)F)ccc4n3CCOCCO)n2)cc1 (stereo unspecified)	.	.	.	2	0	-3	.	-6	.
COc1ccc(-n2c(=O)[nH]c3cc(C(=O)NCCc4ccc(Cl)cc4)ccc3c2=O)cc1OC	-7	-2.9	13	2	2	5	5	-7	-2.9
COc1ccc(C(C(=O)NC(C)(C)C)N(Cc2ccco2)C(=O)CCC(=O)Nc2ccccn2)cc1 (stereo unspecified)	0	-4.2	-6	5	4	-1	-7	-9	-2.0
COc1ccc(S(=O)(=O)N2CCOCC2)cc1NC(=O)Cc1cccs1	.	.	.	-4	6	-2	.	-2	.
O=C(COc1ccccc1)NNC1=NS(=O)(=O)c2ccccc21	11	-0.1	20	0	-10	1	-10	-4	-1.8
COc1cc(NC(=O)CSc2nc3[nH]ncc3c(=O)n2-c2ccc(Cl)cc2)cc(OC)c1	6	-2.8	-16	-1	-15	-5	-24	-6	-2.2
Cc1ccc(NCc2ccccc2)cc1	0	-2.7	-9	0	17	0	-3	-3	0.2
CCC[C@@H]1Cc2ccccc2N1C(C)=O	.	.	.	-8	-3	0	.	-6	.
Cc1cc2c(=O)n(C)c(SCC(=O)Nc3cccc(O)c3)nc2s1	17	2.0	-3	2	0	3	-2	-4	-1.8
COc1cc([N+](=O)[O-])ccc1NC(=O)CCCOc1ccc(C)cc1	12	3.0	5	7	-4	1	-11	3	0.1
CCOc1ccc(C(=O)Nc2ccc3nc(N4CCN(CC)CC4)cc(C)c3c2)cc1	1	1.6	2	4	10	-3	-64	-9	-2.2
CCc1nc(NCCc2ccccn2)c2nnn(Cc3ccccc3F)c2n1	-8	-3.1	-6	2	10	12	-1	4	-4.8
Cc1cc(C)c(C#N)c(Nc2ccccc2C)n1	-2	0.2	6	-9	-1	-1	-11	-11	-1.8
COc1cc(CO)ccc1OCc1nnnn1-c1ccc(C)cc1	-12	-0.6	13	0	10	-3	1	2	-1.2
COc1cc(C(=O)OCC(=O)Nc2ccc(OC(F)F)cc2)cc(OC)c1OC	1	-4.1	1	5	6	2	-9	-8	-2.2
CCOC(=O)c1c(NC(=O)c2cccs2)sc(C)c1CC	8	-0.9	0	-1	-33	3	1	-6	-2.7
CCOC(=O)N1CCN(C(=O)CSc2ncnc3ccccc23)CC1	-4	-1.6	15	0	-7	4	-7	5	-0.7
Cc1ccc2oc(=O)c3cc(C(=O)Nc4cc(-c5cccc(F)c5)no4)sc3c2c1	0	-0.2	8	2	.	.	3	.	-2.5
CC(C)[C@H](NC(=O)CCCn1nnc2ccccc2c1=O)C(=O)O	4	0.8	15	5	-1	-5	-5	4	-2.6
Cc1oc2cc3oc(=O)ccc3cc2c1C	0	0.6	10	3	5	2	-10	-10	-1.9
CCN(CC(=O)Nc1c(F)cccc1F)C(=O)c1ccc(-n2cncn2)c([N+](=O)[O-])c1	.	.	.	-5	-3	0	.	-3	.
c1ccc(CNc2ccccn2)cc1	-5	-3.0	19	3	6	0	4	-8	-2.4
O=S(=O)(NCCOc1ccccc1)c1ccc2ccccc2c1	2	-1.9	0	-3	23	7	-2	-4	-1.6
CC(C)(C)NC(=O)N1CCN(c2ncccc2C(F)(F)F)CC1	-6	-1.0	2	1	8	-8	3	-1	0.7
C#CCN(C(=O)c1cc(COc2cccc(C(F)(F)F)c2)on1)C1CCCCC1	-6	-0.9	-10	1	13	10	-8	-6	-3.0
O=C(CN1C(=O)/C(=C2\SC(=S)N(C3CCS(=O)(=O)C3)C2=O)c2ccccc21)Nc1ccccc1 (stereo unspecified)	12	-2.3	10	6	37	-8	20	-10	-3.0
CC(=O)NNC(=O)c1[nH]c2ccc(Cl)cc2c1-c1ccccc1	-4	-2.4	4	1	-4	2	-10	0	-2.1
O=C(NCCc1ccccc1)c1oc2ccccc2c1COc1ccccc1	-12	-2.5	2	8	6	-2	-12	-4	-1.1
Cc1ccc(NC(=O)c2cc(NC(=O)c3ccco3)ccc2N2CCOCC2)cc1	10	-0.3	2	2	-2	2	-15	-2	-1.1
CC(=O)c1ccc(-n2nnnc2SCC(=O)Nc2cccc(NC(=O)c3ccco3)c2)cc1	2	-4.2	19	10	-1	4	-7	-5	-2.6
COC(=O)COc1ccc(NC(=O)C(c2ccccc2)c2ccccc2)cc1	-14	-2.1	-7	1	6	2	29	-6	-3.0

(further entries)
SMILES	pCIP destab	VIM-2 inhibitor	UBC9 SUMO inh	IDE cell inh	CRFR2-BP antag	IDE act	HCV NS3 hel inh	GalR3 antag	IMP-1 inh
Clc1cccc(-c2ccc(CNCCCN3CCOCC3)o2)c1	-12	1.1	12	-2	16	4	-27	-5	0.8
N#CC1=C(N)Oc2[nH]c(=S)[nH]c(=O)c2C12C(=O)Nc1ccccc12 (stereo unspecified)	-2	-0.7	4	0	-2	6	6	-6	-0.5
Cc1cc(C)c(S(=O)(=O)N2CCN(C(=O)N3CCOCC3)CC2)c(C)c1	-1	-4.6	-2	6	-5	5	7	-5	-4.9
COc1cc(/C=N/NC(=S)NCCN2CCOCC2)cc(OC)c1OC	-11	1.1	5	8	8	2	2	5	-5.6
Cc1ccc(NC(=O)CC(=O)Nc2ccc(C)cc2)cc1	1	2.1	7	8	-17	-3	0	-3	-3.5
COc1ccc(-c2ccc(C)cc2)cc1[C@H]1[C@H]2C=CC[C@@H](C)[C@@H]2C(=O)N1Cc1ccccc1	8	.	-11	3	-7	4	.	-5	.
O=C(Nc1ccc(Cl)c(C(F)(F)F)c1)NC1CC2CCCC(C1)N2Cc1ccccc1 (stereo unspecified)	2	-2.0	-2	3	-148	.	-70	0	-2.2
O=C1CCC(C(=O)Nc2ccccc2N2CCOCC2)=NN1	-5	-0.1	17	3	67*	2	-5	-1	-1.0
O=C1Nc2c(ccc(Cl)c2Cl)C(=O)C1(F)c1ccccc1 (stereo unspecified)	0	-4.7	-5	-2	-1	-4	7	-5	-3.2
Cc1cccc(OCc2nnc(SCC(=O)Nc3ccc(C)c(Cl)c3)o2)c1	3	3.4	6	-4	14	4	1	-5	0.1
CCOC(=O)/C(N=Nc1ccc2c(c1)OCO2)=C(\C)O	-4	-2.0	1	-2	18	0	1	-5	-3.5
Cc1cc(C(=O)NNc2c(Cl)cccc2Cl)no1	-2	-0.6	6	0	-8	7	-2	0	-0.1
CCOC(=O)C1CCCN(C(=O)CSc2nc(C)cc(C)n2)C1 (stereo unspecified)	0	1.0	-3	-2	-7	5	21	-10	1.2
Cc1cccc(OCCNC(=O)c2cc(-n3cnnc3)ccc2Cl)c1	1	0.4	4	0	6	-1	1	0	-3.5
Cc1ccccc1-n1c(SC(C)C(N)=O)nnc1-c1cccnc1 (stereo unspecified)	-12	-1.7	1	5	2	-9	-3	-12	-0.8
Oc1ccc(Cl)cc1N=Nc1ccccc1	-12	-2.7	5	1	-1	-1	3	-10	-5.3
COc1cc(C2C(C(=O)c3cccs3)=C(O)C(=O)N2c2cc(C)on2)ccc1O (stereo unspecified)	-1	5.2	22	-1	21	2	45*	0	1.2
Cc1nc(N)sc1N=Nc1ccc(F)cc1	16	-11	-3	-1	-8	3	-1	-9	-5.5
CSc1ccc(S(=O)(=O)Nc2ccc(F)cc2)cc1	0	-2.7	-2	6	-24	3	0	-4	-3.6

Screens: PubChem BioAssay, several laboratories
